Source: PubChem BioAssay (NCI)
yeast cln2 rad14: NCI yeast anticancer drug screen, S. cerevisiae cln2 rad14 strain | % growth inhibition at 50 µM | AID 165 | 8.3% of 78,000 active;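 also: 0% = growth of vehicle-only cultures of the same strain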
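Test compounds were added to cln2 rad14 yeast cultures; inhibition of growth was then determined by comparison with vehicle treatment.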
yeast bub3: NCI yeast anticancer drug screen, S. cerevisiae bub3 mutant strain. growth inhibition, % at 50 µM. 9.9% of 78,000 active. AID 167;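 also: 0% = growth of vehicle-only cultures of the same strain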
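Screening used yeast with an engineered genetic alteration affecting cell cycle control. Compound-exposed cultures were compared with vehicle cultures, and reduced growth was taken as inhibition.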
rad50: NCI yeast anticancer drug screen, S. cerevisiae rad50 strain. % growth inhibition at 50 µM. 10% of 79,000 active;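 also: 0% = growth of vehicle-only cultures of the same strain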
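Cells are treated with compound, grown, and their growth is then scored against vehicle-only cultures of the same repair-deficient yeast strain.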
yeast mec2-1: NCI yeast anticancer drug screen, S. cerevisiae mec2-1 strain | growth inhibition, % at 50 µM | 9% of 79,000 active;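 also: 0% = growth of vehicle-only cultures of the same strain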
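Mutant yeast (mec2-1) grown with compound; growth inhibition relative to vehicle control reported.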
yeast sgs1 mgt1: NCI yeast anticancer drug screen, S. cerevisiae sgs1 mgt1 strain. % growth inhibition at 50 µM. 10% of 78,000 active;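 also: 0% = growth of vehicle-only cultures of the same strain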
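Mutant yeast exposed to compound; growth scored against vehicle-only wells.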
mlh1 rad18: NCI yeast anticancer drug screen, S. cerevisiae mlh1 rad18 strain | growth inhibition, % at 50 µM | 11% of 79,000 active;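 also: 0% = growth of vehicle-only cultures of the same strain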
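Test agents were incubated with a yeast strain of defined genotype (DNA damage repair defect). Inhibition of growth was derived by comparison with vehicle-exposed cultures.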
An asterisk follows results filed as active; & = joins results of further samples. Rule as the data show it: active = growth inhibition above about 70%; inactive = the rest. Not a hit list, and some 14% of all compounds hit somewhere here.

SMILES	yeast cln2 rad14	yeast bub3	rad50	yeast mec2-1	yeast sgs1 mgt1	mlh1 rad18
CCc1cc2c(cc1CCCC(=O)O)CC1(Cc3ccc(C(=O)O)cc3C1)C2 (stereo not given)	19.2	25.4	24.3	11.1	33.8	15.1
NCC1COC(c2ccccc2)(c2ccccc2)O1 (stereo not given)	-32.5	17.8	-2.2	-12.4	-12.9	-7.7
O=C1OCC/C1=C\c1ccco1	10.9&-19.1	17.9&-6.8	-9.2&9.6	3.9&2.2	9.2&6.2	-6.3&10.3
O=C(CCN1CCN(CCC(=O)c2ccccc2)CC1)c1ccccc1	27.6	32.0	53.5	34.0	56.2	65.8
COc1ccc(CC2c3cc(OC)c(OC)c(OC)c3CC[N+]2(C)C)cc1Oc1ccc(CC2c3cc4c(c(OC)c3CCN2C)OCO4)cc1 (stereo not given)	0.9	14.3	12.9	-20.8	1.9	-106.0
Cc1c(C(=O)CC(=O)C(=O)Nc2cccc(C(F)(F)F)c2)[n+](=O)c2ccccc2n1[O-]	14.2	38.4	45.8	43.1	28.6	31.6
c1ccc(C2SCCCS2)cc1	18.4	-4.5	33.2	5.2	17.8	18.4
COC(=O)CCSCCC(=O)OC	-8.2	1.8	1.5	-0.1	-8.2	-1.9
Cc1[nH]c2c(C)c3c([nH]c4ccc(Cl)cc43)c(C)c2c(=O)c1C	13.7	8.7	61.1	14.2	23.9	39.1
Cc1ccc(S/C=C/Sc2ccc(C)cc2)cc1	-14.6	22.9	15.1	8.2	3.5	36.0
Cc1nc(N)c(N2CCN(C#N)CC2)c(=O)[nH]1	3.2	-3.5	-34.2	-22.1	-49.4	-41.8
Cc1ccccc1CN1CC2=C(CCN(Cc3ccccc3)C2=O)N2CCN=C12	45.1	69.7	52.6	53.5	45.2	58.4
Nc1ncnc2c1Sc1nc(Cl)ccc1N2	2.6	8.7	2.0	10.9	2.2	13.6
C=C(Br)CNC(=O)C(F)(F)F	-22.1	10.6	11.6	-10.6	-3.0	-12.2
O=C1CC2COc3ccc(OCCN4CCCC4)cc3C2=NN1c1ccccc1 (stereo not given)	-18.9	2.1	-4.8	16.9	-22.7	1.1
CCOC(=O)CCNc1nc(N)nc(C)c1NC=O	9.7	5.9	-11.9	5.5	-16.5	16.9
NC(=N\C1=NCCN1)/C(N)=N/C1=NCCN1	-29.5	-2.3	-13.4	5.3	-1.4	-13.2
CN=C(NC1CCCCC1)c1ccc(NC(=O)c2ccc(C(=O)Nc3ccc(C(=NC)NC4CCCCC4)cc3)cc2)cc1	92.0*	33.7	69.5	24.0	85.5*	94.8*
CCCCOC(=O)C(C)OC(=O)C(C)Oc1cc(Cl)c(Cl)cc1Cl (stereo not given)	16.9	3.9	-1.6	-4.0	0.3	-0.8
CCN(CC)c1ccccc1[N+](=O)[O-]	-21.6	8.8	26.8	-9.6	-8.1	-27.1
CC(NCCO)c1ccc2ccccc2c1 (stereo not given)	30.7	-14.9	2.1	-13.2	2.3	-3.8
COc1ccc([N+](=O)[O-])c(O)c1	-2.2	8.9	20.0	13.4	36.8	28.2
CCc1c([N+](=O)[O-])cc(C(C)(C)C)c(OC)c1[N+](=O)[O-]	-17.6	20.2	-9.1	-9.8	0.6	-31.6
CN(C)CCNC(=O)c1cccc2c1Oc1c(cccc1[N+](=O)[O-])O2	14.4	0.9	32.6	7.8	11.5	18.4
CCO/C([O-])=N\[n+]1c(C)nc2cc3c(cc2c1C)OCO3	7.8	9.0	5.8	5.7	1.2	8.9
COC1CC(OS(=O)(=O)c2ccc(C)cc2)C(OS(=O)(=O)c2ccc(C)cc2)C(C)O1 (stereo not given)	-30.5	-2.0	-29.7	-1.6	-10.1	-30.6
CCOC(=O)C(NC(C)=O)C(=O)OCC	-12.6	-7.2	-3.4	10.2	3.5	-16.4
c1ccc(CCc2ccccn2)nc1	7.2	9.5	22.9	0.8	-13.6	1.4
COc1ccc(CCCCI)cc1	96.4*	97.0*	94.6*	95.2*	94.2*	96.9*
CC(=O)N(C)c1ccc(NC(=O)Nc2ccc(F)cc2)cc1	-7.0	21.9	-5.0	10.1	10.0	-15.8

Rewritten as a markdown table: entries from further up.
| SMILES | yeast cln2 rad14 | yeast bub3 | rad50 | yeast mec2-1 | yeast sgs1 mgt1 | mlh1 rad18 |
| --- | --- | --- | --- | --- | --- | --- |
| CC(=O)N(C)c1ccc(NC(=O)Nc2ccc(F)cc2)cc1 | -7.0 | 21.9 | -5.0 | 10.1 | 10.0 | -15.8 |
| NC(=N\C1=NCCN1)/C(N)=N/C1=NCCN1 | -29.5 | -2.3 | -13.4 | 5.3 | -1.4 | -13.2 |
| CCOC(=O)C(NC(C)=O)C(=O)OCC | -12.6 | -7.2 | -3.4 | 10.2 | 3.5 | -16.4 |
| CCO/C([O-])=N\[n+]1c(C)nc2cc3c(cc2c1C)OCO3 | 7.8 | 9.0 | 5.8 | 5.7 | 1.2 | 8.9 |
| CCCCOC(=O)C(C)OC(=O)C(C)Oc1cc(Cl)c(Cl)cc1Cl (stereo not given) | 16.9 | 3.9 | -1.6 | -4.0 | 0.3 | -0.8 |
| CCN(CC)c1ccccc1[N+](=O)[O-] | -21.6 | 8.8 | 26.8 | -9.6 | -8.1 | -27.1 |

Next section
SMILES	yeast cln2 rad14	yeast bub3	rad50	yeast mec2-1	yeast sgs1 mgt1	mlh1 rad18
CCCC(=O)Nc1cc(C(=O)O)cc([N+](=O)[O-])c1	-26.2	22.5	2.0	-15.6	4.8	-4.5
CSc1ncnc2[nH]ncc12	-20.9	-0.4	4.5	20.9	-30.5	-62.1
CC(=O)c1ccc(Cl)c(-n2cccc2)c1	17.6	17.8	4.2	-12.1	13.0	-0.5
CCOC(=O)CNS(=O)(=O)CCN1C(=O)c2ccccc2C1=O	10.7	21.4	6.0	-10.0	10.3	10.0
Cc1ccc(S(=O)(=O)Nc2cc(S(=O)(=O)O)c(N)c3c2C(=O)c2ccccc2C3=O)cc1	66.2	60.1	60.2	30.4	62.8	60.5
COc1ccccc1NC(N)=O	-25.6	-5.6	-7.1	1.5	-7.9	-5.9
Nc1cccc(N)n1.[Cu+2]	-13.2	-15.0	-20.1	-12.1	-13.8	-14.2
c1ccc2c(c1)CCN(C1=NCCO1)C2	35.6	1.9	12.6	10.5	14.4	11.4
Cc1c(O)ccc2c(O)c(NC(=O)c3ccc4c(c3)CCC(C)(C)O4)c(=O)oc12	-95.5	-21.5	5.0	-22.9	8.0	21.1
Cc1ccc(CCCC(=O)O)cc1C	10.6	-44.2	-21.6	2.6	-7.0	-13.8
CNC(=O)OCC1=C([Si](C)(C)C)C(=O)C(OC)=C(OC)C1=O	-9.3	-0.8	1.6	-6.7	-1.4	5.0
Nc1cc2[nH]c(=O)c3cc([N+](=O)[O-])ccc3c2cc1Cl	4.8	-11.6	63.1	1.3	12.3	32.2
Cc1ccc(C(=O)/C(Cl)=N/O)cc1	78.7*	98.8*	98.8*	99.1*	97.8*	98.5*
CC12OC(=O)C(C(N)=O)=C1C=C(c1ccccc1)CC2c1ccccc1 (stereo not given)	82.5*	87.5*	65.0	43.9	86.8*	86.1*
Cc1cc(O)c(Cl)cc1Cl	-1.3	-53.9	-43.1	-54.5	-74.5	-12.4
CCOC(=O)C1=C(O)c2ccc(OC)cc2C(=O)C1=O	2.0	-9.0	-5.5	-10.5	12.7	0.3
CN(C)CC1CC(=O)C(CN(C)C)CC1=O (stereo not given)	-37.1&4.0	-15.6&-7.5	-5.3&7.3	-5.7&1.9	-21.7&-10.1	-8.8&18.6
O=c1ccc2cc3c(cc2[nH]1)OCO3	-39.5	-9.2	2.5	-1.2	-4.2	7.0
O=C1c2ccc([N+](=O)[O-])cc2C(=O)N1CC(F)(F)F	14.8	-3.0	-0.9	8.3	10.6	3.8
CC1CCc2c(sc3ncnc(N/N=C/c4ccc(Cl)cc4)c23)C1 (stereo not given)	21.2	48.9	43.3	16.7	51.2	16.7
O=C(Nc1ccc(F)c([N+](=O)[O-])c1)Nc1cc(C(F)(F)F)ccc1Cl	-0.4	-4.7	9.4	1.0	0.6	24.2
Cc1cc(C)c(N)c(S(=O)(=O)O)c1	-63.0	11.2	-0.7	-6.5	-24.1	-13.7
Cc1ccc(S(=O)(=O)Nn2c(-c3ccccc3)c(C#N)c(-c3ccc([N+](=O)[O-])cc3)c(C#N)c2=O)cc1	11.6	20.1	-0.7	16.2	8.6	37.0
N=C1N=C(N)C(CCCOc2cc(Cl)ccc2Cl)(CCCOc2cc(Cl)ccc2Cl)C(N)=N1	98.5*	98.9*	99.0*	95.5*	97.4*	98.0*
CCCC1(C)C(C#N)(C#N)C1(C#N)C#N	99.1*	99.0*	98.5*	99.3*	99.3*	99.2*
O=C(c1cccc(C(=O)N(c2ccccc2)C2CCCCC2)c1)N(c1ccccc1)C1CCCCC1	-6.7	-1.3	-2.6	-6.3	-1.6	-27.9
CN(C)/N=C/C=C/c1ccccc1	12.4	15.8	1.9	3.6	-1.4	-8.9
O=C(Nc1ccccc1C(=O)O)C(=O)C(C(=O)c1ccccc1-c1ccccc1)C1OC(=O)c2ccccc21 (stereo not given)	-38.6	6.2	26.1	5.7	4.2	13.9
CC(C)(C)NC(NC(C)(C)C)=C(/C=C(/Cl)[N+](=O)[O-])[N+](=O)[O-]	-10.9	15.9	-5.5	-21.1	0.5	15.1
Cc1cc(=O)[nH]c2[nH][nH]c(=O)c12	-7.3	2.9	-12.3	-28.6	-43.6	-8.8
Cc1ccnc(-c2cc(C)ccn2)c1	-46.7	-3.1	64.0	23.1	57.9	37.9
CN1CCN(C(=O)NC(C)(C)C)CC1	-88.8	-1.9	-1.4	-6.6	-8.3	-17.7
CCCC(C)(O)C(C)CC (stereo not given)	-6.9	2.5	19.1	9.3	-0.8	7.7
CC[C@H](O)[C@H](C)C=C1SCCCS1	25.1	-43.8	-14.3	-42.2	19.9	-43.6
O=C1Nc2cc([N+](=O)[O-])ccc2NC1/C(=N\Nc1ccccc1)C(O)c1cccc([N+](=O)[O-])c1 (stereo not given)	24.1	3.8	37.1	2.6	10.8	42.0
COC(=O)C1(NC(=O)C(CC(=O)OCc2ccccc2)NC(=O)OCc2ccccc2)CCCCCC1 (stereo not given)	71.5*	56.8	63.0	8.9	50.3	59.1
CC1(C)OC(=O)C2(O1)C(=O)C1CCCCC12 (stereo not given)	-3.8	-19.1	10.6	20.8	12.6	28.9
CC12C(=O)C(C)(C(c3ccccc3)=C1c1ccccc1)C([N+](=O)[O-])C2c1ccccc1 (stereo not given)	-22.1	-2.6	-4.9	-3.9	-14.2	2.9
O=C(O)c1cc([N+](=O)[O-])cc2c(=O)c3cnccc3[nH]c12	-25.6	-8.5	-23.6	-0.3	-1.9	-9.7
CN(C)c1nc(=NCc2ccccn2)ss1	20.0	32.6	35.1	19.9	42.5	36.0
CCCCCCCCCCCOC(=O)CCl	-12.3	-12.8	1.4	-13.0	-16.9	-7.4
COc1ccc(C(OC(=O)Oc2ccccc2)c2ccccc2)cc1 (stereo not given)	-20.1	-16.4	-9.1	6.5	-6.9	7.0
N=c1oc2ccc3ccccc3c2cc1-c1nc2ccccc2c(=O)[nH]1	-7.0	-49.7	-28.8	-17.2	-36.8	-64.0
O=C1CCCN(Cc2ccccc2)C1	1.2	-0.4	-4.2	-25.2	0.3	9.4
Cc1ccc(S(=O)(=O)C(=S)SCc2ccccc2)cc1	19.6	35.4	38.5	37.8	59.0	33.0
CC(C)(O)C(N)C(=O)O (stereo not given)	-44.6	16.2	7.8	-0.8	4.4	5.0
CN(C)S(=O)(=O)c1ccc(Cl)cc1	0.3	-0.2	-1.6	-4.4	2.7	-9.3
COc1cc2c3c(c1)SC(c1ccccc1)C(=O)N3CCN2 (stereo not given)	51.4	65.0	32.2	47.3	46.6	36.8
c1ccc(/C2=N\OCCCOc3ccccc32)cc1	47.0	19.6	9.7	-5.0	-0.8	13.4
O=C1CCC(N2C(=O)C3C4CCC(CC4)C3C2=O)C(=O)N1 (stereo not given)	-1.6	-2.6	2.8	-12.9	-14.9	-16.2
C#CCON(C(=O)Nc1ccc(Cl)cc1)C(=O)c1ccc(OC)cc1	0.7	-8.6	8.1	-7.2	-0.7	3.5
C=CC(C)C(C)CC (stereo not given)	11.5	-1.1	19.1	-34.8	17.2	19.6
O=c1[nH]c(=O)n(C2CC(O)C(CO)O2)cc1NN=NCCCc1ccccc1 (stereo not given)	10.8	-11.3	-21.8	-12.4	-8.5	-32.5
COc1cccc(-c2nnc(-c3ccc4ccccc4c3)o2)c1	15.8	-38.9	-26.3	-65.5	-18.2	-33.4

Some of the entries above in another layout:
smiles,yeast cln2 rad14,yeast bub3,rad50,yeast mec2-1,yeast sgs1 mgt1,mlh1 rad18
c1ccc(/C2=N\OCCCOc3ccccc32)cc1,47.0,19.6,9.7,-5.0,-0.8,13.4
O=C1CCC(N2C(=O)C3C4CCC(CC4)C3C2=O)C(=O)N1 (stereo not given),-1.6,-2.6,2.8,-12.9,-14.9,-16.2
C#CCON(C(=O)Nc1ccc(Cl)cc1)C(=O)c1ccc(OC)cc1,0.7,-8.6,8.1,-7.2,-0.7,3.5
C=CC(C)C(C)CC (stereo not given),11.5,-1.1,19.1,-34.8,17.2,19.6
